Siah-1 displacement – blockers of Siah-1 interaction with plectin peptide – biochemical, fluorescence polarization, rhodamine-plectin, uHTS, primary screen (AID 1817); Siah-1 / rhodamine-plectin peptide fluorescence polarization; higher % means a stronger effect; displacement, % at 20 µM, or IC50 in µM where a hit was titrated; 290,000 tested, 0.02% active;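 active = displacement of at least 50% at 20 µM, with a fluorescence ratio check between 0.3 and a set limit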;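 also: plate controls were Siah plus tracer with DMSO for no effect and tracer alone without Siah for full effect; strong numbers were not always called active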
M17LAP inhibition – P. falciparum M17LAP inhibitors, primary screen, biochemical, fluorogenic H-Leu-NHMec substrate, 1536-well (AID 1619); recombinant M17LAP, H-Leu-NHMec fluorogenic kinetic assay; higher % means a stronger effect; inhibition, % at 30 µM; hits with a dose series show IC50 in µM; 220,000 tested, 0.38% active;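 active = compound inhibiting the enzyme by more than half at any dose during confirmatory dose-response retesting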;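 also: plate controls were full reaction with DMSO carrier for no effect and no enzyme background for full effect; strong numbers were not always called active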
LYP phosphatase – inhibitors of LYP phosphatase, biochemical, fluorescence intensity, uHTS (AID 1779); recombinant LYP phosphatase, fluorescence intensity; higher % means a stronger effect; inhibition, % at 11.5 µM; hits with a dose series show IC50 in µM; 290,000 tested, 0.054% active;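 also: plate controls were vehicle with enzyme for no effect and no enzyme for full effect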
human PMI inhibition – inhibitors of human PMI, primary screen, biochemical, fluorescence intensity, coupled assay (AID 1209). purified PMI enzyme, coupled fluorescence intensity; higher % means a stronger effect. inhibition, % at 20 µM, or IC50 in µM where a hit was titrated. 190,000 tested, 0.42% active;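 also: plate controls were DMSO vehicle for no effect and wells lacking substrate for full effect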
XIAP displacement – small molecules displacing peptide from XIAP – biochemical, IAP family, fluorescence polarization (AID 1018); 200,000 tested, 0.007% active; one-dose displacement, % at 20 µM; IC50 in µM for titrated hits; XIAP BIR domain, fluorescence polarization peptide displacement; higher % means a stronger effect; in the data active = displacement above about 50%; also: a part of the inactive calls stands beside numbers as strong as those of hits
M1AAP inhibition – malaria alanyl aminopeptidase activity blockers – biochemical, fluorogenic H-Leu-NHMec substrate, 1536-well (AID 1445); recombinant M1AAP, H-Leu-NHMec fluorogenic kinetic assay; higher % means a stronger effect; 220,000 tested, 0.42% active; inhibition, % at 30 µM, or IC50 in µM where a hit was titrated;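 active = primary inhibition above the hit cutoff, then over 50% inhibition at one or more dose response concentrations, cut at about 23% in these data, passing the limit was not always enough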;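 also: plate controls were DMSO full reaction for no effect and no enzyme background for full effect; strong numbers were not always called active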
Dynein transport – dynein cargo transport inhibition | z-score, hits read low | AID 1381 | 220,000 tested, 0.47% active | 3617.4 mouse cells, GR-EGFP nuclear translocation imaging; test concentration mostly 20 µM; stimulated with dexamethasone, 1 µM; active compounds read low;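 active = plate z-score of nuclear minus cytoplasmic receptor signal below a set negative limit, without overly bright fluorescence or cell loss, cut at about -3.5 in these data, passing the limit was not always enough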;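 also: z-score of nuclear minus cytoplasmic ring GR-EGFP intensity difference per well; some compounds called inactive have numbers as strong as hits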
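Buffer or medium: Induction medium lacking tetracycline, stripped serum | Also added: Dexamethasone agonist, 1.0 µM final, for 30 min | Timing: 48 h induction, 1 h compound, 30 min dex at 37 °C | Detection: Formaldehyde fixation, Hoechst nuclear stain, 10x automated fluorescence imaging | Measure: Nuclear versus cytoplasmic GR-EGFP signal, averaged per well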
PMI inhibition – MPI inhibition at elevated mannose 6-phosphate – biochemical, fluorescence intensity, high mannose 6-phosphate, primary screen (AID 1220) | recombinant PMI enzyme, coupled fluorescence intensity; higher % means a stronger effect | one-dose inhibition, % at 20 µM; IC50 in µM for titrated hits | 190,000 tested, 0.66% active
AID2073 – disruptors of CaV2.2 binding to Mint1 – biochemical, HTRF (AID 2073); one-dose inhibition, % at 20 µM; IC50 in µM for titrated hits; HTRF protein-protein interaction, Mint1-CaV2.2; higher % means a stronger effect; 290,000 tested, 0.19% active; in the data active = inhibition mostly above about 51%, no sharp cut-off; also: some results filed as inactive read as strong as hits
Dynein transport cytoplasmic EGFP – second read-out of Dynein transport, no call of its own (marks repeat the call); z-score; measured here: cytoplasmic GR-EGFP intensity; active compounds read high
Dynein transport nuclear GR-EGFP – second read-out of Dynein transport, no call of its own (marks repeat the call); z-score; measured here: nuclear GR-EGFP intensity;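 lower value marks the stronger effect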
Dynein transport cell count – recorded beside Dynein transport, whose call it bears; z-score; measured here: cell count per field
Active calls of the source: *. Rule as the data show it, unless noted: active = inhibition above about 50%; inactive = the rest. The order is random. About 2.1% of those tested had a hit in this group.

What do the screens show for `O=C(CCn1nc(-c2ccccc2)ccc1=O)N1CCOCC1`?
Siah-1 displacement: 3.0%; M17LAP inhibition: -1.1%; LYP phosphatase: -9.3%; human PMI inhibition: -1.9%; XIAP displacement: -0.5%; M1AAP inhibition: -6.0%; Dynein transport: -0.245; PMI inhibition: -2.1%; AID2073: -7.1%; Dynein transport cytoplasmic EGFP: -0.331; Dynein transport nuclear GR-EGFP: -0.224; Dynein transport cell count: 0.401

How did COc1ccc(CNC(=O)C2CC(C)=C(C)CC2C(=O)O)cc1 (stereo unspecified) do in these assays?
Siah-1 displacement: 0.9%; M17LAP inhibition: 43.7µM*; LYP phosphatase: 1.1%; human PMI inhibition: -7.1%; XIAP displacement: -5.6%; M1AAP inhibition: 8.1%; Dynein transport: 0.156; PMI inhibition: -6.4%; AID2073: 1.7%; Dynein transport cytoplasmic EGFP: -0.0458; Dynein transport nuclear GR-EGFP: 0.231; Dynein transport cell count: 0.275

What do the screens show for `COc1ccc(NC(=O)Cc2coc3ccc4ccccc4c23)cc1S(=O)(=O)N1CCOCC1`?
Siah-1 displacement: 6.5%; M17LAP inhibition: -1.7%; LYP phosphatase: 6.9%; human PMI inhibition: 23.9%; XIAP displacement: -5.3%; M1AAP inhibition: 5.8%; Dynein transport: -0.557; PMI inhibition: 7.7%; AID2073: 15.9%; Dynein transport cytoplasmic EGFP: -0.174; Dynein transport nuclear GR-EGFP: 0.0331; Dynein transport cell count: 0.0799

What do the screens show for `O=C(c1n[nH]c2ccccc12)N1CCOCC1`?
Siah-1 displacement: 3.7%; M17LAP inhibition: 1.4%; LYP phosphatase: -2.3%; human PMI inhibition: -5.5%; XIAP displacement: -5.3%; M1AAP inhibition: 5.3%; Dynein transport: -1.42; PMI inhibition: -7.0%; AID2073: -1.8%; Dynein transport cytoplasmic EGFP: -0.152; Dynein transport nuclear GR-EGFP: -0.677; Dynein transport cell count: 0.31

What do the screens show for `Cc1cc(N2CCCCCC2)nc(-c2ccccc2O)n1`?
Siah-1 displacement: -2.7%; M17LAP inhibition: -4.8%; LYP phosphatase: 1.9%; human PMI inhibition: 9.6%; XIAP displacement: -6.6%; M1AAP inhibition: 3.2%; Dynein transport: -0.5; PMI inhibition: 9.9%; AID2073: 19.0%; Dynein transport cytoplasmic EGFP: -0.209; Dynein transport nuclear GR-EGFP: -0.253; Dynein transport cell count: 0.203

Results for COc1cccc(SCc2noc(C(=O)NC(C)C)c2C(=O)O)c1 ?
Siah-1 displacement: 4.1%; M17LAP inhibition: 14.0%; LYP phosphatase: -10.9%; human PMI inhibition: 0.3%; XIAP displacement: -3.9%; M1AAP inhibition: -1.1%; Dynein transport: 0.187; PMI inhibition: -8.0%; AID2073: -5.9%; Dynein transport cytoplasmic EGFP: -0.205; Dynein transport nuclear GR-EGFP: -0.639; Dynein transport cell count: -0.186

How did CCOC(=O)C1(CCOC)CCN(Cc2ccc(COC)o2)CC1 do in these assays?
Siah-1 displacement: -1.3%; M17LAP inhibition: -4.5%; LYP phosphatase: -7.6%; human PMI inhibition: 1.0%; XIAP displacement: -10.9%; M1AAP inhibition: -2.7%; Dynein transport: -0.24; PMI inhibition: 9.8%; AID2073: 1.6%; Dynein transport cytoplasmic EGFP: -0.00576; Dynein transport nuclear GR-EGFP: -0.0297; Dynein transport cell count: 0.0251

How did O=C(c1ccc(-n2cccc2)cc1)N1CCOCC1 do in these assays?
Siah-1 displacement: 1.5%; M17LAP inhibition: -4.2%; LYP phosphatase: -7.3%; human PMI inhibition: 0.7%; XIAP displacement: -1.3%; M1AAP inhibition: 8.2%; Dynein transport: -0.571; PMI inhibition: 5.7%; AID2073: -4.1%; Dynein transport cytoplasmic EGFP: -0.217; Dynein transport nuclear GR-EGFP: -0.408; Dynein transport cell count: 0.483

What do the screens show for `COc1cc(NC(=O)c2cc(-c3ccco3)on2)c(OC)cc1Cl`?
Siah-1 displacement: -7.2%; M17LAP inhibition: -2.2%; LYP phosphatase: 0.1%; human PMI inhibition: 7.2%; XIAP displacement: -9.5%; M1AAP inhibition: -1.8%; Dynein transport: -0.4; PMI inhibition: 7.9%; AID2073: 39.9%; Dynein transport cytoplasmic EGFP: -0.353; Dynein transport nuclear GR-EGFP: -0.0676; Dynein transport cell count: -0.551

How did Cc1nc2ccc(S(=O)(=O)NC(C(=O)Nc3nccs3)C(C)C)cc2s1 (stereo unspecified) do in these assays?
Siah-1 displacement: -4.7%; M17LAP inhibition: -1.2%; LYP phosphatase: 3.7%; human PMI inhibition: 4.9%; XIAP displacement: 1.3%; M1AAP inhibition: 2.9%; Dynein transport: 0.0997; PMI inhibition: -0.7%; AID2073: -1.3%; Dynein transport cytoplasmic EGFP: -0.205; Dynein transport nuclear GR-EGFP: 0.16; Dynein transport cell count: 0.139

How did Cc1ccccc1NC(=O)c1c(O)c2cccc3c2n(c1=O)CC3 do in these assays?
Siah-1 displacement: 0.0%; LYP phosphatase: -6.9%; human PMI inhibition: -2.5%; XIAP displacement: -3.6%; PMI inhibition: 3.7%; AID2073: 38.8%

What do the screens show for `COc1ccccc1N1CCN(C(=O)CCc2ccc(S(=O)(=O)NCC(C)C)cc2)CC1`?
Siah-1 displacement: 0.0%; M17LAP inhibition: -2.7%; LYP phosphatase: -2.0%; human PMI inhibition: 0.9%; XIAP displacement: -3.2%; M1AAP inhibition: 11.0%; Dynein transport: -0.181; PMI inhibition: -4.9%; AID2073: -1.5%; Dynein transport cytoplasmic EGFP: -0.244; Dynein transport nuclear GR-EGFP: -0.298; Dynein transport cell count: -0.385

Results for CN(Cc1c(C(=O)N2CCc3ccccc3C2)nc2ccc(Cl)cn12)C(C1CC1)C1CC1 ?
Siah-1 displacement: -2.1%; LYP phosphatase: -6.2%; human PMI inhibition: 12.3%; XIAP displacement: -3.3%; Dynein transport: -0.263; PMI inhibition: 8.9%; AID2073: 2.0%; Dynein transport cytoplasmic EGFP: -0.314; Dynein transport nuclear GR-EGFP: 0.0712; Dynein transport cell count: 0.557

What do the screens show for `CN1CCN(c2nc3c(c(=O)[nH]c(=O)n3C)n2CC(N)=O)CC1`?
Siah-1 displacement: 5.3%; M17LAP inhibition: -5.3%; LYP phosphatase: -7.3%; human PMI inhibition: 3.9%; XIAP displacement: -3.6%; M1AAP inhibition: 4.3%; Dynein transport: -1.42; PMI inhibition: 1.6%; AID2073: -0.9%; Dynein transport cytoplasmic EGFP: -0.203; Dynein transport nuclear GR-EGFP: -0.519; Dynein transport cell count: 0.719

What do the screens show for `C=C1c2ccccc2NC(=S)N1Cc1ccc2c(c1)OCO2`?
Siah-1 displacement: -0.1%; M17LAP inhibition: 11.9%; LYP phosphatase: -1.4%; human PMI inhibition: -28.4%; XIAP displacement: -6.1%; M1AAP inhibition: 0.6%; Dynein transport: 0.925; PMI inhibition: -15.3%; AID2073: 6.0%; Dynein transport cytoplasmic EGFP: -0.00367; Dynein transport nuclear GR-EGFP: 0.708; Dynein transport cell count: -2.1

How did COc1cc(/C=N/NC(=O)c2cccnc2)ccc1OCC(=O)N1CCOCC1 do in these assays?
Siah-1 displacement: 9.8%; M17LAP inhibition: 6.8%; LYP phosphatase: 1.7%; human PMI inhibition: 3.8%; XIAP displacement: -3.3%; M1AAP inhibition: 4.0%; Dynein transport: -0.235; PMI inhibition: -6.4%; AID2073: 3.8%; Dynein transport cytoplasmic EGFP: -0.242; Dynein transport nuclear GR-EGFP: -0.281; Dynein transport cell count: 0.319

Results for CCC1(CC)Cc2ccccc2-c2nc(NN)[nH]c(=O)c21 ?
Siah-1 displacement: 1.9%; M17LAP inhibition: 3.5%; LYP phosphatase: -6.2%; M1AAP inhibition: 14.2%; Dynein transport: 0.281; AID2073: -10.3%; Dynein transport cytoplasmic EGFP: -0.0262; Dynein transport nuclear GR-EGFP: 0.087; Dynein transport cell count: -0.302

What do the screens show for `CC(C)CSc1nc2c(=O)[nH][nH]c(=O)c2n1Cc1ccccc1`?
Siah-1 displacement: -2.3%; M17LAP inhibition: 11.2%; LYP phosphatase: -1.0%; human PMI inhibition: 14.1%; XIAP displacement: 3.8%; M1AAP inhibition: -10.0%; Dynein transport: 0.027; PMI inhibition: 9.0%; AID2073: -8.5%; Dynein transport cytoplasmic EGFP: -0.234; Dynein transport nuclear GR-EGFP: -0.0455; Dynein transport cell count: -0.719

Results for COc1ccc(Cn2nc(C)cc2C)cc1OC ?
Siah-1 displacement: -3.7%; M17LAP inhibition: 8.0%; LYP phosphatase: -6.8%; human PMI inhibition: -11.8%; XIAP displacement: -3.6%; M1AAP inhibition: 7.4%; Dynein transport: 0.0377; PMI inhibition: 1.5%; AID2073: 0.4%; Dynein transport cytoplasmic EGFP: -0.195; Dynein transport nuclear GR-EGFP: 0.204; Dynein transport cell count: 0.0246

How did O=C(Cc1ccc([N+](=O)[O-])cc1)N1CCN=C1SCc1ccccc1 do in these assays?
Siah-1 displacement: 3.3%; M17LAP inhibition: 3.5%; LYP phosphatase: -2.5%; human PMI inhibition: 1.3%; XIAP displacement: 0.1%; M1AAP inhibition: 1.4%; Dynein transport: 0.607; PMI inhibition: -11.4%; AID2073: 1.1%; Dynein transport cytoplasmic EGFP: -0.122; Dynein transport nuclear GR-EGFP: 0.479; Dynein transport cell count: -1.63

Results for O=Cc1cn(CC(=O)Nc2ccc3c(c2)OCO3)c2ccccc12 ?
Siah-1 displacement: 9.1%; M17LAP inhibition: 6.5%; LYP phosphatase: -4.8%; human PMI inhibition: -0.1%; XIAP displacement: -2.9%; M1AAP inhibition: -2.4%; Dynein transport: -0.298; PMI inhibition: -3.0%; AID2073: 17.0%; Dynein transport cytoplasmic EGFP: -0.21; Dynein transport nuclear GR-EGFP: -0.482; Dynein transport cell count: 0.721

How did COC(=O)c1ccc2c(=O)n(CCCCCC(=O)NCCNC(C)=O)c(=O)[nH]c2c1 do in these assays?
Siah-1 displacement: 0.8%; M17LAP inhibition: 12.6%; LYP phosphatase: 1.3%; human PMI inhibition: -4.6%; XIAP displacement: 0.1%; M1AAP inhibition: 0.8%; Dynein transport: -0.905; PMI inhibition: -5.1%; AID2073: 21.4%; Dynein transport cytoplasmic EGFP: -0.223; Dynein transport nuclear GR-EGFP: -0.572; Dynein transport cell count: 0.418
